RBBP9 inhibitor: blocks human serine hydrolase RBBP9 | O75884 | recombinant RBBP9, FP-Rh probe fluorescence polarization | inhibition, % at 7.94 µM | 220,000 tested, 0.2% active | AID 1515;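 active = inhibition above the campaign mean of all tested compounds plus 3 SD, cut at about 14% in these data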;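 note: plate controls were DMSO wells with RBBP9 for no effect and wells lacking RBBP9 protein for full effect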
Target sequence (O75884 whole entry, looked up): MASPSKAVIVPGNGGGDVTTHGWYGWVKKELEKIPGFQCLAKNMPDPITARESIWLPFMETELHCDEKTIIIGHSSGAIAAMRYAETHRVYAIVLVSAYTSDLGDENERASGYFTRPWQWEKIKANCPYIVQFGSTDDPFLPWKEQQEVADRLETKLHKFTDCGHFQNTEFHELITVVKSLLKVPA
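System: RBBP9 protein | Quantity: 2.5 µM RBBP9 dispensing solution, before mixing | Reagent: FP-Rh probe, 375 nM dispensing solution | Timing: Enzyme-compound preincubation 30 min, then probe labeling 45 min, 25 °C | Measured by: Fluorescence polarization | Read-out: % inhibition | Replication: One well per compound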
p97 ATPase inh: human p97 ATPase inhibition; recombinant p97 ATPase, Kinase-Glo ATP luminescence, 3 h; inhibition, % at 8 µM; 220,000 tested, 0.42% active; in the data active = inhibition above about 15%;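 note: 0% = DMSO vehicle and 100% = wells lacking enzyme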
Target sequence (P55072 whole entry, looked up): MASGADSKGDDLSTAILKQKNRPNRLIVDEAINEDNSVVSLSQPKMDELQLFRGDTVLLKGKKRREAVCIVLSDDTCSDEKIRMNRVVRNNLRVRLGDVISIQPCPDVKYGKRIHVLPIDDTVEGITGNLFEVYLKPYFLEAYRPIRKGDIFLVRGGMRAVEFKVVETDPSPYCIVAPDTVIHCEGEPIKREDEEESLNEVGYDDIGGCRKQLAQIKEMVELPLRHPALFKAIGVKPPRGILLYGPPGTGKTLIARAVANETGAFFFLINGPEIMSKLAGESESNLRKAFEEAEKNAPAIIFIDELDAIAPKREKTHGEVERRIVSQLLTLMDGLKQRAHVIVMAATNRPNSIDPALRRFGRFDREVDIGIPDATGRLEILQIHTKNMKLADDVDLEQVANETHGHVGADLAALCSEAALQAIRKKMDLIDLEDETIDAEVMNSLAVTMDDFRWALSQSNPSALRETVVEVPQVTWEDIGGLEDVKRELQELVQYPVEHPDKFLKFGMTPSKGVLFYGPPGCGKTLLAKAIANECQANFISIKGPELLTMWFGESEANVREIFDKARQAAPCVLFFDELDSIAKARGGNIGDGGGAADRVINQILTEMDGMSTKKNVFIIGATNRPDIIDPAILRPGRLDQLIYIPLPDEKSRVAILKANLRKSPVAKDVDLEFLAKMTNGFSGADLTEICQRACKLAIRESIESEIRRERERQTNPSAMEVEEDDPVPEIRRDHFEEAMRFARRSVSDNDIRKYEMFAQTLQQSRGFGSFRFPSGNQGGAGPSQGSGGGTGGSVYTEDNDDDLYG
NCF1 inh: blocks human p47phox regulatory protein of NADPH oxidases; P14598; p47phox/p22phox peptide binding, fluorescence polarization, 2 h; inhibition, % at 24.7 µM; 220,000 tested, 0.53% active; AID 1274;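 active = inhibition above about 30%, limit read from the data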;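 note: 0% = p47phox with labelled peptide and 100% = labelled peptide alone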
EBV gp42 block: inhibitors of Epstein-Barr virus glycoprotein 42. 220,000 tested, 0.42% active. inhibition, % (tested at 21.74 µM). Fluorescence polarization binding assay, mP read-out. AID 1085. Q1HVG2; in the data active = inhibition above about 50%
Calpain2 inh: inhibitors of pig calpain II; AID 1236; inhibition, % at 16 µM; 220,000 tested, 0.37% active; purified calpain II, fluorogenic peptide substrate, 30 min;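 active = inhibition above about 50%, limit read from the data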
Tb hexokinase: blocks Trypanosoma brucei hexokinase 1 activity; recombinant TbHK1, G6PDH-coupled NADH A340; inhibition, % at 10 µM; 220,000 tested, 0.11% active; AID 1430;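 active = inhibition of 50% or more in the single-dose primary screen; inactive = inhibition below 50%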
Runt-SMMHC FRET: inhibitors of human RUNX1 Runt domain binding to CBFb-SMMHC; Q01196+Q13951; Cerulean-Runt/Venus-CBFb-SMMHC FRET ratio 530/480, 1 h; inhibition, % at 20 µM; 220,000 tested, 0.74% active;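 active = mean inhibition across duplicate retests at 20 µM reaching about 50%, limit read from the data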;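 note: 0% = DMSO wells and 100% = wells with excess untagged CBFb-SMMHC; inhibitors lower the FRET ratio by blocking Runt binding to CBFb-SMMHC; some results filed as inactive read as strong as hits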
Furin inhibitor: human furin inhibition. inhibition, % at 30 µM. P09958. 220,000 tested, 0.061% active. AID 463115. purified furin, fluorogenic substrate cleavage; in the data active = inhibition above about 25%; note: inactives centre near -15
Runt-CBFb FRET: Runt domain-CBFb interaction inhibition; Cerulean-Runt/Venus-CBFb FRET ratio 530/480, 1 h; inhibition, % at 20 µM; 220,000 tested, 0.46% active;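 active = inhibition over about 50% at 20 µM in the single-dose screen, limit read from the data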;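 note: 0% = DMSO wells and 100% = excess unlabeled CBFb competitor control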
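test system = Cerulean-tagged RUNX1 Runt domain (FRET donor) fusion protein | reagent = Venus-CBFb binding partner, 100 nM | incubation = protein complex preformed 1 h, compound exposure 1 h, room temperature, dark | detection = FRET fluorescence | read-out basis = loss of energy transfer signal | controls = 5 µM unlabeled CBFb as full-inhibition high control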
Starred values were filed as active, the others as inactive; . = not tested or not shown; [ ] = remark or other dose.

SMILES	RBBP9 inhibitor	p97 ATPase inh	NCF1 inh	EBV gp42 block	Calpain2 inh	Tb hexokinase	Runt-SMMHC FRET	Furin inhibitor	Runt-CBFb FRET
Clc1ccc(-c2ccc(CNCC3CCCO3)o2)cc1 (stereo not drawn)	-10.5	-3.4	-5.9	1.0	4.4	6.5	-0.2	-13.1	2.1
COc1ccc(C(=O)NCc2nnc(SCC(=O)Nc3cc(C)on3)o2)cc1OC	-3.0	3.4	9.7	-2.5	-0.3	-3.6	0.3	-19.2	-0.5
CCOC(=O)N1CCN(C(=O)c2ccccc2NC(=O)c2ccc(C(C)(C)C)cc2)CC1	-3.6	-1.1	-4.2	-2.5	30.4	28.5	-0.6	1.1	-10.9
Cc1cccc(OCC(=O)NC(C)C(=O)N/N=C/c2c(OCc3ccccc3)ccc3ccccc23)c1 (stereo not drawn)	4.7	2.5	-5.9	-14.8	-34.5	-1.6	-2.8	-6.8[20 µM]	3.0
CCOC(=O)c1cc2c(ccn2-c2ccc(F)cc2)n1CC(=O)N(CC)CC	-5.5	-5.0	-8.0	5.4	-183.4	-17.9	1.3	-1.7	-0.5
CCOC(=O)Cn1cc(/C=C/[N+](=O)[O-])c2ccccc21	-8.9	1.2	-11.0	-2.5	-30.3	-14.2	-1.1	-1.9	-0.5
N/C(=N\OC(=O)CCC1CCCCC1)c1ccccn1	-5.3	-5.2	-20.4	-5.4	5.7	4.4	-2.5	-4.7	-0.7
O=C(c1ccc(Cl)cc1)c1ccc(OCC(O)CN2CCCCC2)cc1 (stereo not drawn)	-12.9	-4.6	-16.3	0.8	-29.6	0.2	-3.8	-10.0[20 µM]	2.0
Fc1ccc(-c2nc3ccncc3[nH]2)cc1	-1.1	-9.7	-4.1	-8.7	1.6	-5.2	-4.7	1.1[20 µM]	2.0
Cc1c(O)cc2c(c1O)C(=O)CC(c1ccccc1)O2 (stereo not drawn)	.	.	-3.7	-9.1	-11.0	-40.9	3.9	-23.9	0.8
Cc1cc(C)cc(N(CC(=O)NC2CC3CCC2C3)S(C)(=O)=O)c1 (stereo not drawn)	-5.3	1.7	0.1	-20.7	3.3	5.7	0.8	4.7	0.0
COc1ccc(OCC(=O)Nc2cccc3cccnc23)cc1	-8.1	-2.9	-3.9	11.0	20.0	4.3	-5.4	-6.4	-2.8
CC1=C(C#N)C(c2ccccc2)C2=C(N1)c1ccccc1C2=O (stereo not drawn)	-6.2	9.6	-19.0	5.9	14.7	-11.2	2.6	-14.3	-3.4
COc1ccc(C(CC(=O)O)NC(=O)c2sc3ccccc3c2Cl)cc1 (stereo not drawn)	-1.7	-0.2	3.6	-0.5	16.7	0.1	-4.5	-6.6	1.6
CCC(C)NS(=O)(=O)c1ccc(OCC(=O)NCc2ccc3c(c2)OCO3)cc1 (stereo not drawn)	-10.0	-1.1	-12.2	-11.2	-6.9	-0.5	-0.5	-18.8[20 µM]	-1.9
O=C(COc1ncnc2cc(Cl)ccc12)c1ccccc1	-4.5	4.4	-4.7	-21.8	-1.5	-3.0	0.1	-14.5	3.1
CCCCN(CCCC)C(=O)C1(P(=O)(c2ccccc2)c2ccccc2)CCC1	-5.4	1.8	-9.4	-24.4	4.8	-1.2	-2.4	-12.7	-1.8
CC1CCCN(S(=O)(=O)c2ccc(C(=O)Nc3nnc(-c4ccccn4)o3)cc2)C1 (stereo not drawn)	-8.7	3.6	-7.5	-18.3	-50.6	-13.4	5.8	-27.8	-1.5
CCn1c(Cn2nnc(-c3ccccc3)n2)nnc1SCC(=O)Nc1ccc(N(C)C)cc1	-5.7	-1.5	-8.6	-3.5	10.9	-1.3	4.4	0.0	0.3
CCC1CO/C(=C(\C(Cl)=C(Cl)Cl)[N+](=O)[O-])N1 (stereo not drawn)	-2.8	3.6	-10.0	-8.8	-15.2	-15.6	-4.1	-12.7	-0.6
O=C(CCC1COc2ccccc2O1)N1CCCC1 (stereo not drawn)	-1.8	-0.8	-5.9	-18.9	-6.7	-9.4	-2.1	-17.5[20 µM]	-0.3
Cc1ccc(NC(=O)CSc2nnc(-c3ccccn3)n2N)cc1F	-12.1	2.0	-7.8	-9.1	-17.9	-10.6	3.8	-14.0	0.5
CCOCCc1nnc(NC(=O)c2cccc(F)c2)s1	4.5	-1.5	-6.6	-9.8	-8.6	-7.7	-1.6	-12.5	-2.6
NC(=O)CC(NC(=O)Cc1ccc(Br)cc1)c1ccc(NCCc2cccc(F)c2)c([N+](=O)[O-])c1 (stereo not drawn)	.	.	6.8	-33.3	-9.6	19.4	-5.9	-30.8	-8.2
CC(C)(C)C(=O)Cn1ncc(Cl)c(Cl)c1=O	-6.0	-3.5	7.4	6.1	19.3	1.4	-2.9	-12.8	-0.7
(list continues)
SMILES	RBBP9 inhibitor	p97 ATPase inh	NCF1 inh	EBV gp42 block	Calpain2 inh	Tb hexokinase	Runt-SMMHC FRET	Furin inhibitor	Runt-CBFb FRET
COc1ccc(C(NC(N)=O)c2ccccc2)cc1 (stereo not drawn)	-4.5	0.3	-2.0	-22.0	-0.9	17.5	-1.8	-5.8	-0.6
C=CCNC(=O)c1cc2cccc(OC)c2oc1=O	-6.6	2.9	-4.9	-8.2	-55.3	-10.8	1.9	-16.1	0.2
COc1ccc(CNC(=O)CSc2ncn[nH]2)cc1	-4.8	1.7	-7.0	-28.6	3.4	2.9	-1.0	-19.4	0.2
C=CCOC(=O)C1=C[C@@H](c2ccc(C(F)(F)F)cc2)[C@H](CCCO)[C@@H](OCC)O1	1.6	-0.8	.	-10.4	4.4	-12.3	-8.3	-23.4	-8.1
O=C(CSc1nnc(C2COc3ccccc3O2)o1)N1CCN(c2ccccc2)CC1 (stereo not drawn)	0.0	3.8	-6.0	-2.3	-8.8	2.7	-3.7	-22.1	-3.0
CCOC(=O)CSC1=NC(=O)/C(=C\c2ccc(OC(C)=O)cc2)S1	-9.2	-5.1	-66.1	0.9	23.9	-21.2	-29.5	-7.1[20 µM]	-8.6
Cn1cccc1Cc1nnc(SCC(=O)NCC2CCCO2)n1-c1ccc(F)cc1 (stereo not drawn)	-1.7	6.4	-6.7	-8.0	7.8	-5.6	-0.7	-24.5	0.7
CC(C)(C)NC(=O)NC(=O)COC(=O)c1ccco1	-7.5	3.4	-7.4	-20.9	-27.9	-3.7	-10.7	-17.2	-1.6
COc1ccc(N(CC(=O)NC2CCCC2)C(=O)c2csnn2)cc1	-1.6	3.5	-13.5	-9.9	-3.0	2.1	3.1	-18.7[20 µM]	0.3
Cc1ccc2cc(C)c3nnc(SCC(=O)Nc4nc5c(s4)CCCC5)n3c2c1	-4.6	4.5	-7.2	-23.0	-79.5	-22.7	-2.8	-16.8	-1.3
CCOC(=O)/C=C1\NC2(CCCCC2)Cc2cc(OC)c(OC)cc21	-12.1	0.9	.	.	.	-3.7	.	-19.5[20 µM]	.
COc1ccc(CNc2ccc(-c3ccccc3OC)nn2)cc1	-3.0	0.9	-0.5	2.5	-23.6	-1.0	1.7	-6.8[20 µM]	1.2
COc1ccc(/C=N/NC(=O)CSc2nnc(CCCc3ccc(OC)c(C)c3)o2)cc1	-4.9	-1.6	2.8	-2.7	15.1	32.8	-10.8	1.8[20 µM]	-3.7
COc1ccc(S(=O)(=O)N2CCC(C(=O)N3CCCCC3)CC2)cc1Cl	4.0	-1.1	-2.1	-7.6	-15.8	6.9	0.2	-12.2[20 µM]	3.1
Cc1ccc2nc(SCC(=O)Nc3ccc(C)c([N+](=O)[O-])c3)[nH]c2c1	-6.3	4.0	-24.7	-22.1	8.4	-1.5	-0.1	-9.8	2.0
CN1CCN(CC(=O)Nc2ccc(OCc3ccccc3)cc2)CC1	6.5	-2.0	-1.1	-6.0	-11.9	-5.6	0.0	-19.8[20 µM]	1.7
C/C(=N/NC(=S)Nc1ccccc1)c1ccc2c(c1)OCO2	-2.9	2.3	-12.1	0.6	-6.3	0.2	0.9	-14.3	10.5
COc1ccc(C(=O)CSc2nnc(CN3CCCCC3)n2-c2ccc(Cl)cc2)cc1OC	-5.4	-1.8	-11.8	-1.4	-72.6	-18.4	1.2	-17.5	-0.2
Cn1c(SCc2ccc(Cl)cc2)nnc1C1CC1	-7.7	6.2	-1.9	-4.3	7.4	-2.3	-0.4	-27.8	-0.2
O=C(O)Cc1csc(NC(=O)CSc2cccc(C(=O)O)n2)n1	-3.5	7.7	-2.2	-17.1	-10.6	-6.5	-1.0	-14.0	0.1
O=C(c1cccc2ccccc12)N1CCC(N2CCN(c3ccccc3)CC2)CC1	-3.8	-0.8	-2.8	-6.1	-21.7	-7.0	2.2	-19.4	-3.1
CC(=O)c1cccc(N=Nc2c(C)[nH]c3ccccc23)c1	-1.4	6.4	-45.8	8.6	-50.2	2.9	-8.5	-11.0	-8.8
CCC(CC)NC(=O)COC(=O)c1ccc(OCC(=O)Nc2ccccc2OC)c(OC)c1	-2.1	3.8	2.9	-8.0	49.6	-2.6	-0.9	-16.9[20 µM]	-2.4
O=C(Cn1c2c(c(-c3ccccc3Cl)cc1=O)CCC2)NCCCN1CCOCC1	-1.7	2.9	2.5	2.0	-38.5	-17.9	-0.5	-24.2	-1.1
CCC(c1nnnn1C1CCCC1)N1CCN(Cc2ccccc2)CC1 (stereo not drawn)	-1.9	-5.0	-10.1	-5.4	-9.0	4.1	1.9	-21.1[20 µM]	-1.6
CCNC(=S)NCc1ccc(OC)c(OC)c1	-1.0	2.2	-9.7	-5.3	-10.0	-3.9	0.6	-21.7	-1.7
Cc1ccc(NC(=O)Cn2cnc3c(cnn3C(C)(C)C)c2=O)cc1	0.6	-1.4	0.6	-25.2	-10.9	14.1	-2.8	-11.3	1.7

Structural class, the compounds so far with fluorine.
SMILES	RBBP9 inhibitor	p97 ATPase inh	NCF1 inh	EBV gp42 block	Calpain2 inh	Tb hexokinase	Runt-SMMHC FRET	Furin inhibitor	Runt-CBFb FRET
CCOC(=O)c1cc2c(ccn2-c2ccc(F)cc2)n1CC(=O)N(CC)CC	-5.5	-5.0	-8.0	5.4	-183.4	-17.9	1.3	-1.7	-0.5
Fc1ccc(-c2nc3ccncc3[nH]2)cc1	-1.1	-9.7	-4.1	-8.7	1.6	-5.2	-4.7	1.1[20 µM]	2.0
Cc1ccc(NC(=O)CSc2nnc(-c3ccccn3)n2N)cc1F	-12.1	2.0	-7.8	-9.1	-17.9	-10.6	3.8	-14.0	0.5
CCOCCc1nnc(NC(=O)c2cccc(F)c2)s1	4.5	-1.5	-6.6	-9.8	-8.6	-7.7	-1.6	-12.5	-2.6
NC(=O)CC(NC(=O)Cc1ccc(Br)cc1)c1ccc(NCCc2cccc(F)c2)c([N+](=O)[O-])c1 (stereo not drawn)	.	.	6.8	-33.3	-9.6	19.4	-5.9	-30.8	-8.2
C=CCOC(=O)C1=C[C@@H](c2ccc(C(F)(F)F)cc2)[C@H](CCCO)[C@@H](OCC)O1	1.6	-0.8	.	-10.4	4.4	-12.3	-8.3	-23.4	-8.1
Cn1cccc1Cc1nnc(SCC(=O)NCC2CCCO2)n1-c1ccc(F)cc1 (stereo not drawn)	-1.7	6.4	-6.7	-8.0	7.8	-5.6	-0.7	-24.5	0.7
